Compound activity (PubChem)
Statin myotox sup: suppression of simvastatin myotoxicity. C2C12 myotubes + simvastatin, ATP luminescence, 48 h; scaled: DMSO 0, geranylgeraniol control 100. rescue of ATP level, % at 7.49 µM. 330,000 tested, 0.78% active. AID 602340;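 active = mean ATP rescue above about 67%, or every replicate alone reaching that limit, limit read from the data, passing the limit was not always enough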;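 note: myotubes were challenged with 10 µM simvastatin during compound exposure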
FN deposit inh: fibronectin deposition inhibition; inhibition, % at 12.6 µM; 350,000 tested, 0.086% active; AH1F fibroblasts, Alexa488-fibronectin deposition fluorescence, overnight;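 active = mean inhibition across replicates of 30% or more, regardless of how many single replicates reach that level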;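 note: positive control wells lacked labelled fibronectin entirely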
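Material: AH1F fibroblast monolayer depositing Alexa488-labelled fibronectin into matrix / Amount: 10000 AH1F cells per well / Signal: fluorescence 485/525 nm / Medium: DMEM, 2% serum / Compound: single dose, pinned / Incubation: 1 h cell adhesion before compound, then overnight fibronectin incubation / Reagent: Alexa488-FN, 24 nM final / Read-out: inhibition of fibronectin deposition signal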
PglD inh: blocks C. jejuni PglD acetyltransferase activity | purified PglD enzyme, DTNB colorimetric CoA detection | inhibition, % at 12.5 µM | 360,000 tested, 0.098% active; in the data active = inhibition above about 16%, passing the limit was not always enough; note: strong numbers were not always called active
miR122 inh: blocks miR-122 activity in Huh7 sensor cells | Huh7 miR-122 Renilla luciferase sensor, 48 h; neutral wells = 0, positive control = 100 | 340,000 tested, 0.3% active | AID 602342 | activation (reporter increase), % at 12.5 µM;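 active = mean replicate activation score at least 90 and every replicate individually at or above 90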;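 note: higher luciferase means less miR-122 activity so hits act as miR-122 inhibitors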
Cneo AK release: causes C. neoformans cell lysis. adenylate kinase release luminescence, 4 h; normalised: neutral wells 0, clomiphene wells 100. lysis activity, % at 15 µM. 360,000 tested, 0.2% active. AID 651654;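 active = mean lysis activity across replicates of at least 80%, whatever share of replicates individually reach that level; inactive = mean lysis activity below 80%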
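Material: C. neoformans cells; Schedule: 4 h static compound exposure, 37 °C, read 1 h post-reagent; Measured by: adenylate kinase release luminescence; Read-out: signal increase indicating cell lysis; Controls: Clomiphene as positive lysis control.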
GSIS activator: GLuc luminescence reporter in INS-1E cells, primary screen for activators of glucose-dependent secretion of insulin; INS-1E GLuc reporter insulin secretion, 2-3 h; activation, % at 16.6 µM; 370,000 tested, 0.61% active;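 active = lowest replicate activation of at least 40%, so every replicate reaches that level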;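 note: 0% = median of neutral control wells and 100% = median of IBMX positive control wells; some compounds called inactive have numbers as strong as hits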
PGC1a acetyl inh: PGC1a acetylation modulation, inhibitor mode | inhibition, % at 15.6 µM | 350,000 tested, 0.17% active | U2OS PGC1a acetylation, AlphaScreen anti-acetyl-lysine; with virally co-expressed GCN5 acetyltransferase;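 active = every replicate shows inhibition of at least 40%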;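 note: 0% = neutral control wells and 100% = positive control wells; some results beyond the cut were filed as inactive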
CFTR F508del cor: correctors of CFTR F508del function in bronchial epithelial cells; CFBE cells, YFP halide quenching; stimulated with forskolin plus potentiator P3; % fluorescence drop versus neutral controls; activity (quench increase), % at 7.58 µM; 350,000 tested, 0.36% active; AID 720511;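 active = mean added fluorescence quench of at least 8% versus neutral control, with both replicates also reaching 8%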;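 note: cells transiently co-express mutant CFTR-F508del with the halide-sensitive YFP; corrector assay measuring rescue of mutant channel to the surface after 24 h compound exposure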
* marks the source's active call; other numbers are inactive results; · = not tested or not shown; & = joins results of further samples; [ ] = another dose, or the depositor's remark. Rows were taken by chance. About 2.1% of those tested had a hit in this group.

compound	Cneo AK release	PglD inh	Statin myotox sup	miR122 inh	CFTR F508del cor	FN deposit inh	PGC1a acetyl inh	GSIS activator
COc1ccc(NC(=O)C2CCCN(S(=O)(=O)c3ccc4c(c3)oc(=O)n4C)C2)cc1OC (stereo not drawn)	0	3	1	-8	-3.6	-6	2	9
CNS(=O)(=O)c1cc(S(=O)(=O)NC)c2cccc3c2c1NC3=O	-1	77*	-1	45	-0.9	-3	0	14
CNC[C@H]1Oc2c(NS(=O)(=O)c3ccc(Cl)cc3)cccc2C(=O)N([C@@H](C)CO)C[C@@H]1C	14	2	6	-1[16.7 µM]	-1.1	9	2	9
O=C(/C=C\c1cccs1)c1c(O)ccc2ccc(=O)oc12	-1	-10	·	4	·	-3	-3	0
C=CC[C@@H](CC(=O)N(CCO)Cc1ccccc1)C(=O)N[C@H](COC(=O)[C@@H](CC=C)Cc1ccc(F)cc1)Cc1c[nH]c2ccccc12	-3	0	-1	-11	-3.3	-10	-13	-20
COc1ccc(/C=N/n2c(SC)nnc(C(C)(C)C)c2=O)cc1	-1	6	-7	2	·	·	-12	3
O=C(NCC[C@H]1CC[C@H](NS(=O)(=O)c2ccc(Cl)cc2)[C@H](CO)O1)c1ccc2c(c1)OCO2	1	-1	12	·	0.8	·	5	-2
COc1ccc(S(=O)(=O)N(C)C[C@H]2Oc3ccc(NS(=O)(=O)c4cccs4)cc3C(=O)N([C@H](C)CO)C[C@H]2C)cc1	-3	0	·	16[16.7 µM]	1.3	·	-2	-2
Cc1ccc(S(=O)(=O)N2CCN(C(=O)c3cccs3)CC2)cc1	·	·	·	·	-0.3	5	-2	-2
O=C(CSc1nc(-c2ccco2)cc(C(F)(F)F)n1)Nc1cccnc1	1	-4	12	16	·	·	5	·
Cc1c(C)c2ccc(OC(C)C(=O)NC3CCN(Cc4ccccc4)CC3)cc2oc1=O (stereo not drawn)	9	-8	29	·	2.1	8	·	-7
CCN(CC)C(=O)NC1CC(=O)N(c2ccc(OC)cc2)C1 (stereo not drawn)	0	4	·	-6	1.1	7	·	7
O=C(Nc1ccccc1)c1ccc(N2CCN(c3ccccn3)CC2)c(S(=O)(=O)N2CCOCC2)c1	2	-2	5	-20	·	·	·	·
Cc1cccc(S(=O)C(c2ccccc2)c2ccccc2)c1 (stereo not drawn)	-1	2	-9	2	-1.2	-9	-3	-6
COc1ccc(OC)c(-c2cc(C(=O)NCc3cccs3)no2)c1	-2	-1	-6	25	·	·	0	·

The final 2 compounds of the section above lead into the next.
compound	Cneo AK release	PglD inh	Statin myotox sup	miR122 inh	CFTR F508del cor	FN deposit inh	PGC1a acetyl inh	GSIS activator
Cc1cccc(S(=O)C(c2ccccc2)c2ccccc2)c1 (stereo not drawn)	-1	2	-9	2	-1.2	-9	-3	-6
COc1ccc(OC)c(-c2cc(C(=O)NCc3cccs3)no2)c1	-2	-1	-6	25	·	·	0	·
CCC1CCCCN1C(=O)c1cc(S(=O)(=O)N2CCOCC2)ccc1C (stereo not drawn)	·	·	-3	1	1.5	3	12	·
O=C(/C=C/c1ccco1)OCC(=O)c1ccc(OC(F)F)cc1	0	-1	13	-13	-0.1	2	0	-42
COCC(=O)N(C)C[C@H]1Oc2cc(-c3ccccc3F)ccc2S(=O)(=O)N([C@H](C)CO)C[C@@H]1C	-8	-2	-6	2[16.7 µM]	0.5	-4	4	2
CCn1c2ccccc2c2nnc(SCC(=O)OCN3C(=O)c4ccccc4C3=O)nc21	1	0	0	-1	·	·	3	13
CCCN(C)C[C@H]1OCCCC[C@@H](C)Oc2ccc(NS(=O)(=O)c3ccc(OC)cc3)cc2C(=O)N([C@H](C)CO)C[C@@H]1C	4	2	-7	-4[16.7 µM]	-2.4	·	-5	0
O=C(OCc1nc2ccsc2c(=O)[nH]1)c1ccccc1	2	-2	-5	0	2.8	·	11	14
O=C(COC(=O)c1ccc[nH]c1=O)Nc1ccc2c(c1)OC(F)(F)O2	·	·	·	·	0.4	10	-2	3
COc1ccc(NC(=O)N2CCC3(CC2)CN(C(=O)CN2CCOCC2)[C@@H](CO)c2[nH]c4cc(OC)ccc4c23)cc1	·	·	·	·	-2.6	-3	-3	1
Cc1cc(C(=O)Nc2cccc3c2O[C@H](CN(C)Cc2ccc(Oc4ccccc4)cc2)[C@H](C)CN([C@H](C)CO)C3=O)n(C)n1	·	·	-15	0[16.7 µM]	-4.5	·	5	-33
CC(=O)/C=C1/SC(CC(=O)O)C(=O)N1c1ccccc1 (stereo not drawn)	0	8	2	0	·	-1	3	·
COCCN(CCOC)S(=O)(=O)c1ccc(C(=O)Nc2ccc([N+](=O)[O-])cc2OC)cc1	-1	0	5	-6	-1.8	6	·	2
Cc1cc(CN2CCN(CCC#N)CC2)c(O)c(C2(C)CCCCC2)c1	-2	0	-9	4	·	-8	8	·
CC1CCN(C(=O)CSc2nc3cccnc3n2C)CC1	0	-9	9	-4	·	·	6	·
CCOc1cc(/C=C(\C#N)C(=O)NCC2CCCO2)ccc1OCC(N)=O (stereo not drawn)	·	·	14	7	2.3	-4	-12	13
CCOC(=O)C(C)Oc1cccc2c(=O)n(CC(=O)N3CCN(C(=O)OCC)CC3)ccc12 (stereo not drawn)	0	-3	5	-1	1.2	6	6	4
Cc1nn(-c2ccccc2)c(C)c1NC(=O)COC(=O)CCCOc1ccccc1	-1	0	0	1	-1.2	-2	·	10
CCCC#Cc1cnc2c(c1)C(=O)N([C@@H](C)CO)C[C@H](C)[C@@H](CN(C)C(=O)C1CC1)O2	0	2	·	-5[16.7 µM]	0.0	·	-3	17
Cc1cc(C)cc(C(=O)N[C@@H](C)C(=O)N2CCC3(CC2)NCCc2[nH]cnc23)c1	0	-4	2	0	1.3	6	3	-8
CCC(=O)N(C)C[C@H]1[C@H](c2ccc(C3=CCCC3)cc2)[C@@H](CO)N1C(=O)CC	-1	-3	-10	-12[16.7 µM]	-1.0	-3	-4	11
COc1cccc(NC(=O)C[C@@H]2CC[C@H]3[C@H](COc4ccc(NC(=O)C5CCCCC5)cc4C(=O)N3C)O2)c1	-1	-3	-49	15[16.7 µM]	2.2	-20	-8	-2
O=C(c1ccc(-c2cccc(Cl)c2Cl)o1)N1CCOCC1	-6	-1	4	-4	-1.2	8	-2	17
CN1C(=O)c2cc(NC(=O)c3cscn3)ccc2OC[C@@H]2O[C@@H](CC(=O)N3CCCCC3)CC[C@H]21	-2	-2	-8	-2[16.7 µM]	-2.3	2	-4	12
Cc1nonc1CN(C)C(=O)CC1C(=O)NCCN1Cc1ccc(F)c(F)c1 (stereo not drawn)	-1	-2	-3	-1	-5.0	-2	12	-4
C[C@H](CO)N1C[C@H](C)[C@H](CN(C)S(=O)(=O)c2ccc(Cl)cc2)Oc2ccc(NC(=O)Nc3ccc(C(F)(F)F)cc3)cc2C1=O	2	1	-32	-11[16.7 µM]	-0.5	-4	-9	-35
COc1cccc(C#Cc2cnc3c(c2)C(=O)N([C@@H](C)CO)C[C@@H](C)[C@@H](CN(C)C(=O)C2CC2)O3)c1	-4	1	21	-5[16.7 µM]	0.2	·	2	-6
CSc1ncccc1C(=O)Nc1ccc2c(c1)OCCO2	-1	-6	4	-5	-4.4	·	7	3
CCOc1ccc(C(=O)CN2CCN(S(=O)(=O)c3ccc(OC)cc3)CC2)cc1	-2	7	7	11	·	·	-9	·
Cc1c(C(=O)NCCCN2CCOCC2)oc2ccc(S(=O)(=O)N3CCOCC3)cc12	·	·	-1	4	1.3	0	-8	21
CC(=O)Nc1ccc(NC(=O)c2ccc3c(c2)CCN3S(C)(=O)=O)cc1	0	·	-3	0	-1.7	6	-2	-5
Cc1noc(C)c1NC(=O)NCC[C@H]1CC[C@@H](NC(=O)Nc2cccc(F)c2)[C@@H](CO)O1	2	-1	8	·	-0.3	-6	11	0
CO[C@H]1CN(C)C(=O)c2cc(NS(=O)(=O)c3ccc(Cl)cc3)ccc2OC[C@@H](C)NC[C@@H]1C	-2	1	-13	-8[16.7 µM]	-0.9	7	-5	9
Cc1cccc(N(C)S(=O)(=O)c2ccc3[nH]c(=O)c(=O)[nH]c3c2)c1	2	2	-9	0	·	·	4	·
Cc1c(NC(=O)CN2CCCc3ccccc32)c(=O)n(-c2ccccc2)n1C	1	-1	5	-2	·	11	4	·
CCc1nc(N)nc(N)c1-c1ccc(Cl)c(N=[N+]=[N-])c1	·	·	·	1	-5.5&4.6	0&-4	0	50*
COCC(=O)N1C[C@@H](C)[C@H](OC)CN(C)C(=O)c2cc(NC(=O)NC(C)C)ccc2OC[C@H]1C	-2	1	-20	20[16.7 µM]	-0.4	2	18	-9
C[C@@H]1CN([C@H](C)CO)C(=O)CCCn2nncc2CO[C@@H]1CN(C)S(=O)(=O)c1ccc(Oc2ccccc2)nc1	·	·	·	·	0.4	5	0	2
O=C(C1CC1)N1CC(=O)N2[C@@H](CO)[C@@H](c3ccc(Br)cc3)[C@@H]2C1	·	·	·	·	2.1	0	2	3
CCOC(=O)c1cc([N+](=O)[O-])sc1NC(=O)CC	-2	-3	2	-9	-2.9	0	14	23
CCN=C(NCC)SC1CC(=O)N(CCc2ccccc2)C1=O (stereo not drawn)	0	5	·	-1	-2.2	-13	-1	-7
Cn1cnc(S(=O)(=O)N2CCCCN3[C@H](C2)[C@@H](c2ccc(-c4ccc(F)cc4)cc2)[C@@H]3CO)c1	-1	2	·	6[16.7 µM]	1.0	·	-10	12
CCc1cc2c(=O)n(C(C)C(=O)OC3CCCCC3)cnc2s1 (stereo not drawn)	0	10	-7	10	·	·	-7	-17
COc1cc(OC)cc(C(=O)NCCSc2c[nH]c3ccccc23)c1	-1	-3	50	17	1.4	4	-10	-5
Cc1cnc(C(=O)OCC(=O)N2CCN(C(=O)c3ccco3)CC2)cn1	-2	6	4	-3	-1.6	·	11	-1
OCCN(/C=N/c1nc(-c2ccc(Br)cc2)cs1)CCO	-4	-2	·	-7	-1.0	·	-4	-2
COc1ccc2nc(SCC(=O)N3CCN(c4ccc(F)cc4)CC3)c(C#N)cc2c1	0	0	·	3	·	·	-5	·
Cc1ccc(S(=O)(=O)Nc2c(C)nn(C)c2C)c(C)c1	·	·	22	·	-1.9	-7	·	-1
Cc1cccc(OCC(=O)NNC(=O)c2ccc([N+](=O)[O-])cc2)c1	-1	-1	6	0	-0.1	3	·	4
CC1(C(=O)NCCCN2CCOCC2)Oc2cccnc2NC1=O (stereo not drawn)	-1	2	10	-5	-1.8	5	7	3
Cc1c(CCO)c(=O)n(-c2ccccc2)n1S(=O)(=O)c1ccc(Cl)cc1	-1	-4	-8	-6	·	13	4	·
COc1ccccc1NS(=O)(=O)c1cccc(C(=O)NCc2ccncc2)c1	2	1	19	·	-2.6	-2	·	-14
COc1cccc(-n2c(=O)c3c(C)c(C(=O)N(C)C)sc3n(CC(=O)NCCc3ccc(OC)c(OC)c3)c2=O)c1	·	·	·	·	-4.1	-2	4	1
COc1ccc(C(=O)NCCCCNC(=O)c2ccc(OC)c(OC)c2)cc1OC	0	-11	9	·	2.5	5	·	-6
COc1ccc(S(=O)(=O)N2CCCCC2)cc1NC(=O)Cn1cnc2c1c(=O)n(C)c(=O)n2C	6	4	2	7	-1.0	·	-3	·
